Artemis endo inh = Artemis endonuclease inhibitors, primary screen, biochemical, fluorescence intensity, FAM/BHQ-1 hairpin substrate. actives 0.78% (n = 30,000). inhibition, % at 10 µM. recombinant Artemis, quenched FAM hairpin cleavage fluorescence. Protein artemis (Homo sapiens), Q96SD1. AID 686954, 2013;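 active means at 10 µM dose, at least 30% inhibition, measured as corrected fluorescence normalized to stimulator and neutral control wells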
Target sequence (Q96SD1 whole entry, looked up): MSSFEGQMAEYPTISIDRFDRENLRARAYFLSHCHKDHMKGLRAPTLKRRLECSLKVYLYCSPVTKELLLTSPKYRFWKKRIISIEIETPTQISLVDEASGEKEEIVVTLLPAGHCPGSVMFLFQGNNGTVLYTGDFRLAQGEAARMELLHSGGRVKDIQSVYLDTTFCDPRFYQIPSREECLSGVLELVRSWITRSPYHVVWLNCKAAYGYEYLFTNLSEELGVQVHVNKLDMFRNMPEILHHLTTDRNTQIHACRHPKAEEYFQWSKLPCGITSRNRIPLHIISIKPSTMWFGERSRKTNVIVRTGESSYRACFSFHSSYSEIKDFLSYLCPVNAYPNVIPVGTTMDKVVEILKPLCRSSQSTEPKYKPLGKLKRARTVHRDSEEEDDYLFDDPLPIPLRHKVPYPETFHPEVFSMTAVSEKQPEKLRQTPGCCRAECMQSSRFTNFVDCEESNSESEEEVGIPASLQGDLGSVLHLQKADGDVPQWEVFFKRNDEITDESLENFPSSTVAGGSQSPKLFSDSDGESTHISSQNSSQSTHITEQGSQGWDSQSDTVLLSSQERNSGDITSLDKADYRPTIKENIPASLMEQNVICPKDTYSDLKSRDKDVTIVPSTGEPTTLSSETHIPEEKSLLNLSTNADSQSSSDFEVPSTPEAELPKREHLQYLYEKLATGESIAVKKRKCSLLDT
Active calls of the source: *.

SMILES,Artemis endo inh
O=C(NNC(=O)C1CCCO1)c1ccccc1Cl (stereo unspecified),-4
Cc1c(C(=O)O)nnn1-c1ccccc1,-5
COc1ccc(C(CC(=O)O)NC(=O)c2ccco2)cc1OC (stereo unspecified),7
O=C(COc1ccccc1)Nc1ncc2c(n1)CCCC2=O,-3
O=C(CN1CCN(S(=O)(=O)c2ccc(F)cc2)CC1)Nc1ccc2c(c1)OCO2,-2
CCOC(=O)c1cc(-c2ccccc2)n(CC(=O)O)c1C,-1
Cc1ccccc1N1CCN(C(=O)c2ccccc2NC(=O)C2CC=CCC2C(=O)O)CC1 (stereo unspecified),5
O=C(CSc1ncnc2c1nnn2Cc1ccccc1F)N1CCN(c2ccccc2)CC1,4
CCN(CC)c1nc(-c2cccc(OC)c2O)nc2ccccc12,9
CC(=O)c1ccc(-n2nnnc2SCC(=O)N2CCN(C(=O)c3ccco3)CC2)cc1,-3
CCCC(=O)N1CCN(S(=O)(=O)c2cc(Cl)ccc2OC)CC1,3
COc1ccc(-c2cc3ccccc3n2CC(O)CNCCO)cc1 (stereo unspecified),-2
Cn1c(SCC(=O)Nc2ccc3c(c2)OCCO3)nnc1-c1ccco1,3
O=C(CSc1nnc(-c2cccnc2)n1-c1ccc(F)cc1)NCc1ccc2c(c1)OCO2,5
Cc1cc(C)nc(SCC(=O)Oc2ccc3oc(=O)cc(C)c3c2)n1,-11
Cc1cccc(NC(=O)C2CC(=O)N(c3ccccc3)C2)c1C (stereo unspecified),0
Cc1cc(C)c2c(CN3CCN(Cc4ccc5c(c4)OCO5)CC3)cc(=O)oc2c1C,17
COc1ccccc1Nc1nnc(SCC(=O)Nc2cc(C)on2)s1,1
CC(=NCCc1ccccc1)C1=C(O)CSC1=O,-3
CCNC(=O)COC(=O)COc1ccc(Cl)cc1C,-3
CCc1ccccc1NC(=O)CSC1=C(C#N)C(c2ccc(O)c(OC)c2)C2=C(CCCC2=O)N1 (stereo unspecified),-2
COCCN1CC(O)=C(c2nc3ccccc3c(=O)[nH]2)C1=N,0
CCCc1c(O)c2ccccc2n(-c2ccccc2)c1=O,-23
CN1CCc2c(sc3c2c(=O)n(-c2ccccc2)c2nnc(SCc4ccc(Cl)cc4)n32)C1,19
COc1ccccc1NC(=O)CSc1nnc(CNC(=O)COc2ccc(Cl)cc2)o1,12
CCC(C)(C)NC(=O)CN(C(=O)c1snc(C(N)=O)c1N)c1ccc(OC)c(OC)c1,-3
Cc1nc(SCC(=O)N2CCOCC2)c2ccsc2n1,-8
COc1ccccc1Cn1nnc2c(=O)[nH]c(C3CCN(C(=O)c4ccccc4Cl)CC3)nc21,9
CN1CCN(C(=O)c2cc3nc(-c4ccc(F)cc4)cc(C(F)(F)F)n3n2)CC1,-10
COc1ccc(C(=O)Oc2cc(/C=N/NS(=O)(=O)c3ccc(C)cc3)ccc2OC)cc1,4

Three structures already listed, arranged by heavy-atom count, rising.
SMILES,Artemis endo inh
CCCc1c(O)c2ccccc2n(-c2ccccc2)c1=O,-23
COc1ccccc1NC(=O)CSc1nnc(CNC(=O)COc2ccc(Cl)cc2)o1,12
CN1CCc2c(sc3c2c(=O)n(-c2ccccc2)c2nnc(SCc4ccc(Cl)cc4)n32)C1,19

More entries follow:
SMILES,Artemis endo inh
COc1cccc(OC)c1OCCCN1CCOCC1,-10
CC/C(C)=C1\SC(N2CCN(C(C)=O)CC2)=NC1=O,-2
CC(=O)Nc1cc(S(=O)(=O)Nc2ccccc2C)c(C)cc1C,12
COc1ccc(/C(O)=C2/C(=O)C(=O)N(c3ncccn3)C2c2ccc(OC)c(OC)c2)cc1 (stereo unspecified),-2
CCOc1ccc(S(=O)(=O)Nc2nc3ccc(OC)cc3s2)cc1,9
COC(=O)c1n[nH]c2ccccc12,13
CC(=O)/C(C#N)=C1\NC(=O)C(Cc2ccccc2)S1 (stereo unspecified),3
Cc1ccc(C(C)C)c(OCCNC(=O)c2cncc(Br)c2)c1,15
CCN1CCN(c2nn3c(=O)c4ccccc4nc3c3ccccc23)CC1,9
COC(=O)C1OC2(OC1C(=O)OC)c1ccccc1-c1ccccc12 (stereo unspecified),-10
Cc1cc(=O)oc(C)c1C(=O)Nc1ccc(Cl)cn1,1
O=C(c1ccc(S(=O)(=O)N2CCCCC2)cc1)c1nnc(-c2ccc(Cl)cc2)o1,-5
CCOC(=O)N1CCN(C(=O)CSCc2ccc(Cl)cc2)CC1,2
O=C(c1ccc(Cl)cc1)N1CCC(O)(CSc2ccc(Cl)cc2)CC1,4
Cc1ccc(NC(=O)CCSc2nnnn2-c2ccc3c(c2)OCO3)cc1C,-7
CNc1nc(C)cc(C)c1S(=O)(=O)c1ccc(C)cc1,4
CCCNC(=O)Cn1cnc2sc(C(=O)N3CCN(CCC)CC3)c(C)c2c1=O,-4
Cc1ccc(N2CC(C(=O)NCC3CCCO3)CC2=O)cc1Cl (stereo unspecified),-2
Cc1ccc(NC(=S)NC2CCCC2)cc1,1
CCOc1ccccc1OCCOc1ccccc1CC,-6
COC(=O)c1cc(NC(=O)CN2CCOCC2)cc(C(=O)OC)c1,-8
COc1ccccc1NC(=O)C1CC(=O)OC1c1ccccc1 (stereo unspecified),-12
O=C(/C=C/c1ccco1)NC(=S)Nc1ccc(Cl)cn1,-4
COc1ccccc1C(c1nnnn1C(C)(C)C)N1CCN(C(=O)c2ccco2)CC1 (stereo unspecified),0
Cc1ncc(N=Nc2ccccc2)c(-c2ccccc2)n1,1
Cc1ccc(NC(=O)c2cccc(OCc3c(C)noc3C)c2)cc1,-11
C=CCN1C(=O)/C(=C2/Sc3ccccc3N2CCCS(=O)(=O)O)SC1=S,9
Clc1ccc(OCc2cn3cccnc3n2)c2ncccc12,-1
Cc1ccc(CNCc2ccccc2Cl)cc1,-7
CC(C)(C)n1cnc2cc(NS(=O)(=O)c3ccc(Br)cc3)ccc21,-11
Cc1ccc(C2=NN(C(=S)Nc3ccccc3)C(c3ccco3)C2)cc1 (stereo unspecified),2
COC(=O)c1ccc(NC(=O)c2ccc3c(c2)OCO3)cc1,6

Gathered by group, the entries above with a Cl atom
SMILES,Artemis endo inh
O=C(NNC(=O)C1CCCO1)c1ccccc1Cl (stereo unspecified),-4
CCCC(=O)N1CCN(S(=O)(=O)c2cc(Cl)ccc2OC)CC1,3
CCNC(=O)COC(=O)COc1ccc(Cl)cc1C,-3
CN1CCc2c(sc3c2c(=O)n(-c2ccccc2)c2nnc(SCc4ccc(Cl)cc4)n32)C1,19
COc1ccccc1NC(=O)CSc1nnc(CNC(=O)COc2ccc(Cl)cc2)o1,12
COc1ccccc1Cn1nnc2c(=O)[nH]c(C3CCN(C(=O)c4ccccc4Cl)CC3)nc21,9
Cc1cc(=O)oc(C)c1C(=O)Nc1ccc(Cl)cn1,1
O=C(c1ccc(S(=O)(=O)N2CCCCC2)cc1)c1nnc(-c2ccc(Cl)cc2)o1,-5
CCOC(=O)N1CCN(C(=O)CSCc2ccc(Cl)cc2)CC1,2
O=C(c1ccc(Cl)cc1)N1CCC(O)(CSc2ccc(Cl)cc2)CC1,4
Cc1ccc(N2CC(C(=O)NCC3CCCO3)CC2=O)cc1Cl (stereo unspecified),-2
O=C(/C=C/c1ccco1)NC(=S)Nc1ccc(Cl)cn1,-4
Clc1ccc(OCc2cn3cccnc3n2)c2ncccc12,-1
Cc1ccc(CNCc2ccccc2Cl)cc1,-7

Screens (PubChem BioAssay)

Only part of the results is shown; the hit share may differ from the screen's.
